# High-throughput results: PubChem, several laboratories
# CRFBP-R2 block: antagonists of CRF-binding protein/CRF-R2 receptor complex. inhibition, % at 11.8 µM. AID 588475. 0.59% of 350,000 active. HEK293 CRF-R2/CRF-BP, CRF-induced calcium fluorescence;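 active = inhibition of the ligand-induced calcium signal above about 50% at the single tested concentration, limit read from the data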
# M4 antag: blocks acetylcholine activation of human M4 receptor; P08173; CHO-hM4 cells, ACh EC80, Fluo-8 calcium fluorescence; inhibition, % at 3 µM; 0.73% of 360,000 active; AID 624125;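 active = inhibition above its plate's cutoff, the mean inhibition of sample wells plus 3 SD, cut at about 27% in these data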;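 note: 0% = acetylcholine EC80 with DMSO and 100% = DMSO without agonist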
# Target sequence (P08173 whole entry, looked up): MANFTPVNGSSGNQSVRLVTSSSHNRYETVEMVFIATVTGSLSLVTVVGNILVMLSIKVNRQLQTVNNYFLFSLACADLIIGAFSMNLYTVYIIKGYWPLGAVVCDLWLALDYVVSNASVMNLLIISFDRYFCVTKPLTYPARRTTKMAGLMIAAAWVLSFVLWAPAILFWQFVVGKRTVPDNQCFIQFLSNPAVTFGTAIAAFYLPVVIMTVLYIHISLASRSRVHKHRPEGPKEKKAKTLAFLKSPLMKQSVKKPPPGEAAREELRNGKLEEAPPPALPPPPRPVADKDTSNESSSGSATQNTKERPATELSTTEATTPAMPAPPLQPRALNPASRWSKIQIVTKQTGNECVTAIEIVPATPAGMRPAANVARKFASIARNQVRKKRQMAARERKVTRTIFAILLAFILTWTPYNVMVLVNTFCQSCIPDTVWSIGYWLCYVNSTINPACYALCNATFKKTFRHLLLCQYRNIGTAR
# M4 PAM: CHRM4 positive allosteric modulation; activation, % at 3 µM; CHO-K1 hM4/Gqi5, Fluo-8 calcium fluorescence, ACh EC20; 0% = ACh EC20, 100% = maximal ACh; 0.4% of 360,000 active;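 active = activation above its plate's cutoff, the mean activation of sample wells plus 3 SD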; note: some results filed as inactive read as strong as hits
# M4 ag: agonists of human muscarinic M4 receptor (CHRM4); activation, % at 3 µM; CHO-K1 hM4/Gqi5, Fluo-8 calcium fluorescence; vehicle 0%, full acetylcholine response 100%; 0.14% of 360,000 active; P08173;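 active = activation above the run mean over all test wells plus 3 SD, cut at about 32% in these data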;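 note: peak over basal fluorescence ratio per well then scaled between controls; 0% = DMSO wells and 100% = acetylcholine at EC100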
# CHRM5 antagonist: antagonists of human muscarinic M5 receptor (CHRM5); 0.59% of 360,000 active; P08912; CHO-hM5 cells, Fluo-8 calcium fluorescence, ACh EC80; inhibition, % at 3 µM;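 active = inhibition above a per-plate cutoff, the mean of that plate's test compounds plus 3 SD, cut at about 27% in these data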;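 note: 0% = acetylcholine EC80 with DMSO and 100% = DMSO without agonist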
# CHRM5 agonist: CHRM5 agonism in calcium assay. CHO-K1 hM5 cells, Fluo-8 calcium fluorescence; 0% DMSO wells, 100% maximal acetylcholine response. 0.19% of 360,000 active. AID 624037. activation, % at 3 µM;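 active = activation above the run's mean over test compounds plus 3 SD, cut at about 23% in these data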;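 note: signal is peak over basal fluorescence ratio across the kinetic read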
# CHRM5 PAM: positive allosteric modulators of human muscarinic M5 receptor. P08912. CHO-K1 hM5, Fluo-8 calcium, ACh EC20 PAM; 0% = ACh EC20, 100% = ACh EC100. activation, % at 3 µM. 0.3% of 360,000 active. AID 624038;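 active = activation above the run cutoff, the mean activation of all test compounds plus 3 SD, cut at about 18% in these data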
#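 System – CHO-K1 hM5 cells · Compound – 3 µM, single dose · Incubation – compound preincubation 140 s before EC20 acetylcholine addition · Technique – Fluo-8 calcium fluorescence · Measure – Max/basal fluorescence ratio as % of EC20–EC100 ACh window · Benchmarks – low control EC20 acetylcholine (0%), high control EC100 acetylcholine (100%) · Replication – singlicate, one well per test compound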
# CRFR2-BP ag: CRF-BP/CRF-R2 complex agonism. HEK293 CRF-R2/CRF-BP, calcium dye fluorescence (FLIPR); percent of saturating CRF peptide response. activation, % at 13.2 µM. 0.46% of 350,000 active;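 active = activation of at least 50%, plus an integration ratio under a set limit after plate pattern correction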;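 note: plate controls were neutral control wells without compound for no effect and CRF at EC100 for full effect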
# CHRM1 PAM: positive allosteric modulators of human M1 muscarinic receptor; CHO-K1 hM1, Fluo-8 calcium fluorescence, ACh EC20; 0% = ACh EC20, 100% = maximal ACh; 0.088% of 360,000 active; activation, % at 3 µM; P11229; AID 588819; in the data active = activation above about 19%, passing the limit was not always enough
# Target sequence (P11229 whole entry, looked up): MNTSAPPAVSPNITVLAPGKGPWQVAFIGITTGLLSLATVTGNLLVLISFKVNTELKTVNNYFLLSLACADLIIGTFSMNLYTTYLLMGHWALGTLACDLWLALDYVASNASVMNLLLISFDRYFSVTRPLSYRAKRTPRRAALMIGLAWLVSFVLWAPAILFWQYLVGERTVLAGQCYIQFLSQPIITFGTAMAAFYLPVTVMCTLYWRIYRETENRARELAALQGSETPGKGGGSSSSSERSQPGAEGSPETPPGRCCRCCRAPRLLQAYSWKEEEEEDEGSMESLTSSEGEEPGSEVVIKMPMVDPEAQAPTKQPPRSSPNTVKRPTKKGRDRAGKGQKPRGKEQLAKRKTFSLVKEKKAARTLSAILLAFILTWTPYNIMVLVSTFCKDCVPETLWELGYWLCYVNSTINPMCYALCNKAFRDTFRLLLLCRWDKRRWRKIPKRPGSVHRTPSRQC
# Active calls of the source: *; & = joins results of further samples. Compounds were not picked by outcome. Share with any hit: about 2.6%.
SMILES,CRFBP-R2 block,M4 antag,M4 PAM,M4 ag,CHRM5 antagonist,CHRM5 agonist,CHRM5 PAM,CRFR2-BP ag,CHRM1 PAM
O=c1c2ccccc2n(CC(O)CN2CCCCC2)c2ccccc12 (stereo not given),-19,8,-14,0,6,-4,-8,0.0,-8
CCOC(=O)c1c(NC(=S)Nc2ccc(OC)cc2)sc2c1CCC2,14,-3,-1,0,0,0,-1,1.5,-6
CCOc1cc(N(CC)CC)ccc1/C=C(/C#N)c1nc2ccccc2[nH]1,-171,3,-6,6,-2,-1,-11,97*,-19
COc1ccc(NC(=O)CSc2nnc(CN3CCOCC3)n2-c2ccccc2)cc1Cl,-3,0,-4,1,3,-4,-3,-1.2,6
CCOc1ccc2nc(N=NC3=C(O)CC(C)(C)CC3=O)sc2c1,2,-8,13,2,9,-2,9,-2.0,9
Cc1cccc(NC(=O)COC(=O)CN2C(=O)C3CCCCC3C2=O)c1C (stereo not given),-24,-9,8,2,2,1,-4,0.6,14
C=C1CCN([C@H](C(=O)NCc2ccco2)C(C)C)S(=O)(=O)c2ccccc21,-4,-15,12,0,4,-10,6,-1.3,10
C1CSC2(N1)C1CC3CC2CC(C1)C31NCCS1 (stereo not given),-13,1,1,1,-2,-2,9,-1.9,6
Cc1cc(C)nc(N2CCC(C(=O)NNC(=O)c3ccc(Cl)cc3)CC2)n1,5,-1,1,0,16,-1,-2,0.8,4
COc1ccccc1CNCc1cc(Br)ccc1OC,0,13,-12,14,14,-2,-14,1.5,-7
CC(NC(=O)C(=O)NCCC1=CCCCC1)c1ccccc1 (stereo not given),-10,-6,19,2,8,1,-7,-2.3,12
CCCCNC(=S)N1CCC(Cc2ccccc2)CC1,8,7,-10,2,4,-4,-8,0.6,-3

# One compound at a time, as listed above:
# CCOc1ccc2nc(N=NC3=C(O)CC(C)(C)CC3=O)sc2c1 across the screens: CRFBP-R2 block: 2; M4 antag: -8; M4 PAM: 13; M4 ag: 2; CHRM5 antagonist: 9; CHRM5 agonist: -2; CHRM5 PAM: 9; CRFR2-BP ag: -2.0; CHRM1 PAM: 9
# C1CSC2(N1)C1CC3CC2CC(C1)C31NCCS1 (stereo not given) across the screens: CRFBP-R2 block: -13; M4 antag: 1; M4 PAM: 1; M4 ag: 1; CHRM5 antagonist: -2; CHRM5 agonist: -2; CHRM5 PAM: 9; CRFR2-BP ag: -1.9; CHRM1 PAM: 6

# Going on with the list:
SMILES,CRFBP-R2 block,M4 antag,M4 PAM,M4 ag,CHRM5 antagonist,CHRM5 agonist,CHRM5 PAM,CRFR2-BP ag,CHRM1 PAM
Cc1cc(/C=C2/NC(=O)NC2=O)c(C)n1-c1cccnc1,2,-9,3,0,-1,-1,-1,15,5
O=C1OCC2=C1C(c1ccccc1)CC(=O)N2c1ccccc1 (stereo not given),11,-3,2,2,3,-2,0,0.5,2
NC(=O)CC(NC(=O)Cc1cccc2ccccc12)c1ccc(NC2CCC2)c([N+](=O)[O-])c1 (stereo not given),-2,-6,4,0,3,1,7,-0.5,7
CCCNC(=S)N1CCC(NC(=O)Nc2ccc(C)cc2)CC1,0,2,11,0,-2,-2,14,-0.9,7
Cc1cc(C)nc(N/C(=N\S(=O)(=O)Cc2ccccc2)Nc2ccccc2Br)n1,14,-4,-3,0,-4,-2,2,-0.5,10
O=c1[nH]cnc2c1C(c1ccccc1[N+](=O)[O-])c1c(nc[nH]c1=O)O2,12,0,13,1,-13,0,21*,0.5,3
Cc1ccc(NC(=O)Nc2cccnc2)cc1Cl,-11,5,-6,15,11,4,-4,-0.4,10
Cc1cc(=O)[nH]c(SCC(=O)NC2CCCCC2)n1,-4,-8,-4,0,1,-2,6,-0.4,13
CCN1CCN(CCNC(=O)CSCc2nc(-c3ccc(OC)c(OC)c3)oc2C)CC1,-1,-10,2,0,-5,-1,0,0.8,9
COc1cc(/C=N/Nc2nc3ccccc3o2)cc(OC)c1O,-34,6,12,1,-1,1,-3,-2.0,3
C[C@H](CO)N1C[C@H](C)[C@@H](CN(C)C(=O)Nc2ccc(C(F)(F)F)cc2)Oc2ccc(NC(=O)Nc3ccc4c(c3)OCO4)cc2C1=O,7,-5,6,-1,10,2,-1,-1.5,7
Cn1nnc(NC(=O)COc2ccc(C3CCCCC3)cc2)n1,0,9,-8,5,-3,3,-2,-0.6,-1
CC(C)CCNC(=O)CN(C(=O)CCC(=O)Nc1nccs1)c1ccc2c(c1)OCCO2,1,12,-4,1,24,-4,-3,-0.7,9
COC(=O)c1c(C)oc(C)c1S(=O)(=O)NCc1cccs1,-2,4,-16,9,11,0,-6,0.0,1
O=C1N(Cc2cccc(Cl)c2)C[C@@H]2C[C@@H](c3cccn3-c3ccccn3)N3CCC[C@@]123,-2,-12,-9,0,6,-8,-7,0.2,-6
O=C(O)CCCC(=O)N1N=C(c2c(-c3ccccc3)c3cc(Cl)ccc3[nH]c2=O)CC1c1cccs1 (stereo not given),-5,-10,6,0,-15,3,11,0.7,9
COc1cccc(CN2CCC(n3nccc3NC(=O)CCOc3ccccc3)CC2)c1O,4,-7,1,3,15,-6,-5,1.7,10
CC(OC(=O)c1cc2c(s1)CCCCC2)C(=O)NC(N)=O (stereo not given),-14,13,-15,4,10,-4,-7,-1.4,-26
C=CCNC(=S)NNC(=O)CCC(O)COCCC(C)C (stereo not given),-23,-1,2,1,-1,0,-6,3.7,7
CCOC(=O)CCCC(=O)N1CCOCCOCCOCC1,-4,3,13,0,9,2,3,0.9,10
O=C(Nc1cccc2nsnc12)c1cccs1,7&-36,4&2,9&5,1&1,0&-6,-1&-6,8&-4,-1.5&3.2,3&2
CCOC(=O)C(NC(=O)c1cccc(Cl)c1)(Nc1nnc(C)s1)C(F)(F)F (stereo not given),-6,5,1,0,-3,-4,2,0.8,-4
O=C(c1cc2ncc(Br)cn2n1)N1CCOCC1,11,12,13,1,-2,2,0,-2.1,8
Cn1c(C(=O)NCCOc2ccccc2Cl)cc(=O)n(C)c1=O,10,-17,3,4,15,-2,-3,-0.7,7

# Exported as labelled records: part of the list above.
> Cc1cc(=O)[nH]c(SCC(=O)NC2CCCCC2)n1
  CRFBP-R2 block: -4
  M4 antag: -8
  M4 PAM: -4
  M4 ag: 0
  CHRM5 antagonist: 1
  CHRM5 agonist: -2
  CHRM5 PAM: 6
  CRFR2-BP ag: -0.4
  CHRM1 PAM: 13

> COc1ccc(NC(=O)CSc2nnc(CN3CCOCC3)n2-c2ccccc2)cc1Cl
  CRFBP-R2 block: -3
  M4 antag: 0
  M4 PAM: -4
  M4 ag: 1
  CHRM5 antagonist: 3
  CHRM5 agonist: -4
  CHRM5 PAM: -3
  CRFR2-BP ag: -1.2
  CHRM1 PAM: 6

# (next part)
SMILES,CRFBP-R2 block,M4 antag,M4 PAM,M4 ag,CHRM5 antagonist,CHRM5 agonist,CHRM5 PAM,CRFR2-BP ag,CHRM1 PAM
Cc1ccc(N2CC(NC(=O)C(=O)c3c[nH]c4ccccc34)CC2=O)cc1C (stereo not given),-7,-6,4,0,5,2,6,-0.3,8
O=C(O)c1cccc(Nc2c3ccccc3nc3ccccc23)c1,16,0,5,3,-1,2,4,-0.7,14
COC(=O)C1=C(C)N(C)C(=O)NC1c1cc2c(cc1[N+](=O)[O-])OCO2 (stereo not given),0,-9,4,1,4,-1,3,5.9,3
COc1cccc(NC(=O)N(CCCN2CCOCC2)C(C)c2cc3ccccc3o2)c1 (stereo not given),-17,8,-4,-2,8,-5,-1,-3.9,-4
CCOC(=O)c1[nH]c(C)c(C(=O)N2CCN(c3cccc(Cl)c3)CC2)c1C,-12,8,-11,5,3,-3,-10,1.0,4
Cn1c(CSCC(=O)Nc2ccccc2)nnc1SCc1ccccc1,1,2,-9,1,11,-1,0,-1.6,-3
CCN(C(=O)COC(=O)c1ccc2ccccc2n1)c1c(N)n(Cc2ccccc2)c(=O)[nH]c1=O,20,-28,3,1,3,-4,-4,-2.3,1
CC(=O)Oc1cccc(N2C(=O)C3C4C=CC(C4=C(C)C)C3C2=O)c1 (stereo not given),17,4,8,2,8,3,6,-1.8,3
NC1=C(Br)C(=O)c2ncccc2C1=O,11,2,2,3,9,5,-5,-1.5,4
CC(=O)c1cccc(NC(=O)Nc2ccc3c(c2)CCC3)c1,-1,4,-7,20,5,8,-20,0.5,-7
O=C(CCc1c[nH]c2ccccc12)NN1C(=O)NC2(CCCCC2)C1=O,-6,-2,1,1,0,-1,8,-0.2,10
CCC(C)C(NC(=O)C(N)CC(C)C)C(=O)NC(CCC(=O)OCc1ccccc1)C(N)=O (stereo not given),1,-7,7,1,-4,2,-2,2.9,5

# Three compounds drawn at random from the list so far:
SMILES,CRFBP-R2 block,M4 antag,M4 PAM,M4 ag,CHRM5 antagonist,CHRM5 agonist,CHRM5 PAM,CRFR2-BP ag,CHRM1 PAM
Cn1c(C(=O)NCCOc2ccccc2Cl)cc(=O)n(C)c1=O,10,-17,3,4,15,-2,-3,-0.7,7
Cc1cc(/C=C2/NC(=O)NC2=O)c(C)n1-c1cccnc1,2,-9,3,0,-1,-1,-1,15,5
CC(=O)Oc1cccc(N2C(=O)C3C4C=CC(C4=C(C)C)C3C2=O)c1 (stereo not given),17,4,8,2,8,3,6,-1.8,3

# Further results follow.
SMILES,CRFBP-R2 block,M4 antag,M4 PAM,M4 ag,CHRM5 antagonist,CHRM5 agonist,CHRM5 PAM,CRFR2-BP ag,CHRM1 PAM
CCN(C(=O)Cn1c(=O)n(Cc2ccccc2)c(=O)c2ccccc21)c1cccc(C)c1,-13,1,-6,2,1,2,-3,0.5,4
Cc1cc(C)n2ncc(S(=O)(=O)c3ccccc3)c2n1,3,-6,8,3,7,0,-3,1.3,1
Cc1cc(=O)oc2ccc(OCC(=O)N3CCc4ccccc43)cc12,-4,5,-1,2,-5,-4,1,-1.8,3
O=C(CN1C(=O)S/C(=C\c2ccc(Cl)cc2)C1=O)NCCCn1ccnc1,-8,-4,2,1,-7,-8,3,0.8,6
COc1ccc(S(=O)(=O)N2CCC(C(=O)Nc3nnc(CCN4CCCCC4)s3)CC2)cc1,6,8,6,0,-10,-8,8,-0.5,-15
CCN(CCCNC(=O)CN(C)S(=O)(=O)c1ccc2c(c1)CCC(=O)N2)c1cccc(C)c1,0,12,-9,3,-7,0,-1,0.2,-1

# Among those listed so far, these have an aryl thioether with sulfur outside any ring.
SMILES,CRFBP-R2 block,M4 antag,M4 PAM,M4 ag,CHRM5 antagonist,CHRM5 agonist,CHRM5 PAM,CRFR2-BP ag,CHRM1 PAM
COc1ccc(NC(=O)CSc2nnc(CN3CCOCC3)n2-c2ccccc2)cc1Cl,-3,0,-4,1,3,-4,-3,-1.2,6
Cc1cc(=O)[nH]c(SCC(=O)NC2CCCCC2)n1,-4,-8,-4,0,1,-2,6,-0.4,13
Cn1c(CSCC(=O)Nc2ccccc2)nnc1SCc1ccccc1,1,2,-9,1,11,-1,0,-1.6,-3
